Assay outcomes: PubChem, Broad Institute
EZH2 inh – EZH2 (human) methyltransferase inhibition; inhibition, % at 12.5 µM; Q15910; PRC2 H3K27 methylation, DELFIA TRF, 1 h; 57,000 compounds, 0.35% hits;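 active = mean inhibition of replicates at least 50% and every single replicate also reaching 50%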;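 note: dimethyl H3K27 on biotinylated H3 21-44 peptide detected by antibody; plate controls were median neutral control wells for no effect and median positive control wells for full effect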
IDH1 R132H inh – blocks human IDH1 R132H reductase activity. O75874. diaphorase/resazurin fluorescence, 60 min. inhibition, % at 10 µM. 70,000 compounds, 0.18% hits. AID 624101; in the data active = inhibition above about 34%;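 note: 0% = DMSO and 100% = no enzyme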
Target sequence (O75874 whole entry R132H): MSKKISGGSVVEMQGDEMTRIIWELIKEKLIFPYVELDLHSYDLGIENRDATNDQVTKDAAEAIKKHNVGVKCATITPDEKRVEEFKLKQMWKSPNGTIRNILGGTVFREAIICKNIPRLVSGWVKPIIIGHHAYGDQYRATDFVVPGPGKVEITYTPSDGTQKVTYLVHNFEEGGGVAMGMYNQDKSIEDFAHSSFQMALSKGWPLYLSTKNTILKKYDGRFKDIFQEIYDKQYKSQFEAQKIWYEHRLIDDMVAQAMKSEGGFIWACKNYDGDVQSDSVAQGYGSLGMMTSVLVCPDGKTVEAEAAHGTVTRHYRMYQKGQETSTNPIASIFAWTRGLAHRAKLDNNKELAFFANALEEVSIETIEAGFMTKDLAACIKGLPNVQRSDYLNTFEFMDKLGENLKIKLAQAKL
* hit, by the source's call; / = no result given; & = joins results of further samples. Some of the compounds tested; the hit share may differ from the screen's.

SMILES	EZH2 inh	IDH1 R132H inh
COc1ccc(-c2cnc3c(c2)C(=O)N([C@H](C)CO)C[C@H](C)[C@H](CN(C)C(=O)Cc2ccncc2)O3)cc1	/	0.7
Cc1ccc(C)c(-n2nnnc2SCC(=O)Nc2ccc(F)cc2)c1	0.1	-0.2
C[C@H](CO)N1C[C@H](C)[C@H](CN(C)C(=O)Nc2ccccc2)Oc2ncc(Br)cc2C1=O	-4.1&9.5	10.5&-3.4
CCOC(=O)c1cnc2c(C(F)(F)F)cccc2c1NCCCN1CCOCC1	-5.8	-0.5
C[C@@H]1CN([C@H](C)CO)C(=O)Cc2cc(NC(=O)CCN3CCOCC3)ccc2O[C@H]1CN(C)CC1CCCCC1	/	0.3
CCC(=O)N[C@H]1C=C[C@H](CC(=O)NCc2ccccc2F)O[C@H]1CO	-2.5	0.1
C/C=C/c1ccc2c(c1)O[C@@H](CN(C)C(=O)c1cnccn1)[C@@H](C)CN([C@@H](C)CO)S2(=O)=O	1.1	-4.2
C[C@H](CO)N1C[C@H](C)[C@H](CN(C)C(=O)Nc2cccc3ccccc23)Oc2ncc(-c3cccc(F)c3)cc2C1=O	31.9	1.6
O=C1c2ccccc2C(=O)N1CCCn1c2ccccc2c2nc3ccc([N+](=O)[O-])cc3cc21	4.0	0.9
COc1ccc(S(=O)(=O)N(C)C[C@H]2Oc3ccc(NC(=O)Nc4ccc(F)cc4)cc3CC(=O)N([C@H](C)CO)C[C@@H]2C)cc1	/	0.5
C[C@@H]1CN([C@H](C)CO)C(=O)c2cc(Br)cnc2O[C@@H]1CN(C)C(=O)Nc1ccc(F)cc1	/	0.1
Cc1ccc(S(=O)(=O)NC2c3cccc4cccc(c34)C2Sc2n[nH]c(N)n2)cc1 (stereo unspecified)	-22.0	-0.6
CN(C)CCCNC(=O)C[C@@H]1C=C[C@@H](NC(=O)c2ccccc2F)[C@H](CO)O1	13.8	-0.1
C[C@@H]1CN([C@H](C)CO)S(=O)(=O)c2ccc(-c3ccccc3)cc2O[C@H]1CN(C)Cc1ccncc1	18.6	/
O=C(C[C@@H]1C[C@H]2c3cc(NC(=O)c4ccc5c(c4)OCO5)ccc3O[C@H]2[C@@H](CO)O1)NCc1cc(F)ccc1F	-0.8	-0.1
C[C@@H]1CN([C@H](C)CO)C(=O)c2cc(NC(=O)c3ccncc3)ccc2O[C@H]1CN(C)C(=O)Nc1ccc(F)cc1	0.5	/
O=C(COc1ccc([N+](=O)[O-])cc1)Nc1ccncc1	4.8	0.5
C[C@@H]1CN([C@H](C)CO)C(=O)c2cc(NC(=O)Nc3ccc4c(c3)OCO4)ccc2O[C@@H]1CN(C)CC1CCCCC1	-33.4	-0.8
COCC(=O)Nc1ccc2c(c1)OC[C@@H](C)NC[C@H](C)[C@@H](OC)CN(C)C2=O	-1.9	0.1
COC(=O)c1ccccc1NC(=O)c1ccc(N(C)S(=O)(=O)c2ccc(OC)c(OC)c2)cc1	18.7	-0.1
O=C(O)CCCCCCC(=O)N/N=C/c1ccc(N(c2ccccc2)c2ccccc2)cc1	62.6*	/
CC(C)NC(=O)Nc1ccc2c(c1)C(=O)N([C@@H](C)CO)C[C@H](C)[C@H](CN(C)Cc1ccc(C(=O)O)cc1)OCCCC[C@H](C)O2	/	1.7
CCCC#Cc1ccc2c(c1)O[C@@H](CN(C)C(=O)C1CCCCC1)[C@@H](C)CN([C@H](C)CO)S2(=O)=O	-17.6	/
COc1ccc(C#Cc2ccc3c(c2)O[C@H](CN(C)C)[C@H](C)CN([C@@H](C)CO)S3(=O)=O)cc1	-21.5	-3.1
C[C@@H]1CN([C@H](C)CO)C(=O)c2cc(NS(C)(=O)=O)ccc2O[C@@H]1CN(C)CC1CCCCC1	-9.6	0.1
C[C@H](CO)N1C[C@H](C)[C@H](CN(C)C(=O)Nc2cccc(Oc3ccccn3)c2)OCc2cn(nn2)CCCC1=O	2.9	0.8
COc1ccc(NC(=O)N(C)C[C@H]2Oc3ncc(C#CCN(C)C)cc3C(=O)N([C@H](C)CO)C[C@H]2C)cc1	-9.2	0.0
CCC(=O)Nc1ccc2c(c1)OC[C@H](C)N(C(=O)Cc1ccccn1)C[C@@H](C)[C@@H](OC)CN(C)C2=O	3.3	0.3
C/C=C/c1ccc2c(c1)O[C@H](CN(C)C(=O)CC)[C@H](C)CN([C@@H](C)CO)S2(=O)=O	11.2	-4.2
Cc1ccc(S(=O)(=O)Nc2ccc3c(c2)C(=O)N([C@H](C)CO)C[C@@H](C)[C@H](CN(C)Cc2ccncc2)O3)cc1	4.1	1.3
COc1ccc(-c2cn(CC[C@H]3CC[C@@H](NS(=O)(=O)c4ccccc4C)[C@H](CO)O3)nn2)cc1	-1.5	-0.2
C[C@@H]1CN([C@H](C)CO)C(=O)c2cccc(NS(=O)(=O)c3cccs3)c2O[C@H]1CN(C)S(=O)(=O)c1ccc(F)cc1	/	0.5
CCCN1C[C@H](C)[C@@H](OC)CN(C)C(=O)c2cc(NC(=O)Nc3ccccc3F)ccc2OC[C@H]1C	-10.8	0.1
CC(C)NC(=O)N(C)C[C@@H]1Oc2ccc(NC(=O)Nc3ccc4c(c3)OCO4)cc2CC(=O)N([C@H](C)CO)C[C@H]1C	/	-5.2
O=C(NCc1ccccc1)C1=C[C@@H](C2CCCCC2)C[C@@H](OCc2ccc(CO)cc2)O1	20.6	/
C[C@H](CO)N1C[C@H](C)[C@H](CN(C)C(=O)Nc2ccccc2F)Oc2ncc(-c3cccc(F)c3)cc2C1=O	/	0.5
CNC[C@@H]1Oc2ccc(NC(=O)Nc3ccc(F)cc3)cc2C(=O)N([C@@H](C)CO)C[C@@H]1C	/	1.9
C[C@@H]1CN([C@H](C)CO)C(=O)c2cccc(N(C)C)c2O[C@@H]1CN(C)C(=O)Nc1ccccc1	-0.2	0.7
C[C@@H]1CN([C@@H](C)CO)C(=O)Cc2cc(NC(=O)Cn3cnnn3)ccc2O[C@H]1CN(C)C(=O)Nc1ccc(F)cc1	/	0.1
CC(C)NC(=O)Nc1ccc2c(c1)C(=O)N([C@H](C)CO)C[C@@H](C)[C@H](CN(C)CC1CC1)OCCCC[C@H](C)O2	5.3	0.0

Quoted at random: two records from the list, in no set order.
SMILES	EZH2 inh	IDH1 R132H inh
CC(C)NC(=O)Nc1ccc2c(c1)C(=O)N([C@H](C)CO)C[C@@H](C)[C@H](CN(C)CC1CC1)OCCCC[C@H](C)O2	5.3	0.0
CC(C)NC(=O)N(C)C[C@@H]1Oc2ccc(NC(=O)Nc3ccc4c(c3)OCO4)cc2CC(=O)N([C@H](C)CO)C[C@H]1C	/	-5.2

Further structures:
SMILES	EZH2 inh	IDH1 R132H inh
CCCC1=C(C(=O)OCC)C(c2ccco2)n2ncnc2N1 (stereo unspecified)	3.0	0.2
CCOC(=O)c1ccc(CNS(=O)(=O)c2c(C)ccc3nsnc23)o1	3.3	-0.2
COc1ccc(NC(=O)N(C)C[C@@H]2Oc3ccc(NC(=O)Cc4ccccc4)cc3C(=O)N([C@@H](C)CO)C[C@@H]2C)cc1	-7.5	1.1
C[C@@H]1CN([C@@H](C)CO)C(=O)c2cc(NC(=O)Nc3ccc(F)cc3)ccc2O[C@@H](C)CCCCO[C@H]1CN(C)Cc1ccc(C(F)(F)F)cc1	/	-0.9
CCOc1ccc(NC(=O)C(C)O)c([N+](=O)[O-])c1 (stereo unspecified)	3.3	0.3
O=C(N[C@@H]1CC[C@H](CCNS(=O)(=O)c2cccc(Cl)c2)O[C@@H]1CO)c1ccccc1	4.4	-0.2
C=C/C=C/[C@@H]1C(=C)CN([C@@H](Cc2ccc(N=[N+]=[N-])cc2)C(=O)OC)[C@H]1[C@@H](O)Cc1ccccc1	-5.7	-0.5
C[C@H]1CN([C@@H](C)CO)C(=O)c2cc(NC(=O)CCCN(C)C)ccc2O[C@@H]1CN(C)S(=O)(=O)c1ccc(F)cc1	-3.0	0.0
CSc1nnc(-c2cc(Cl)ccc2NC(C)=O)c(=O)[nH]1	-16.2	-0.1
COc1ccc(Cl)cc1NC(=O)CC(C(=O)O)N1CCNCC1 (stereo unspecified)	-5.3	2.1
O=C(C[C@H]1C[C@@H]2c3cc(NC(=O)CC4CC4)ccc3O[C@@H]2[C@@H](CO)O1)NCc1cc(F)ccc1F	-2.7	0.3
C[C@@H]1CN([C@H](C)CO)C(=O)c2cc(NS(=O)(=O)c3ccc(Cl)cc3)ccc2O[C@H]1CN(C)S(=O)(=O)c1cn(C)cn1	/	-4.3
COc1ccc(S(=O)(=O)N(C)C[C@@H]2Oc3ccc(NC(=O)C4CC4)cc3C(=O)N([C@H](C)CO)C[C@@H]2C)cc1	-3.6	3.1
C[C@@H]1CN([C@@H](C)CO)C(=O)c2cccc(NC(=O)CCCCCC(=O)Nc3ccccc3N)c2O[C@H]1CN(C)CC1CCCCC1	-27.0	/
C[C@H]1CN([C@@H](C)CO)S(=O)(=O)c2ccc(-c3ccc(F)cc3)cc2O[C@H]1CN(C)C(=O)Nc1ccc(F)cc1	-17.8	/
C[C@H]1CN([C@@H](C)CO)C(=O)c2cc(C#CC3CCCCC3)cnc2O[C@H]1CN(C)S(=O)(=O)c1ccc(F)cc1	/	0.0
C[C@@H]1CN([C@@H](C)CO)C(=O)Cc2cc(NC(=O)Cc3ccccc3)ccc2O[C@H]1CN(C)Cc1ccc(C(=O)Nc2ccccc2N)cc1	/	-0.7
Cc1noc(C)c1NC(=O)N(C)C[C@H]1OCc2ccccc2-c2c(n(C)c3ccccc23)C(=O)N([C@H](C)CO)C[C@H]1C	-0.6	1.7
COc1ccc(NC(=O)Nc2ccc3c(c2)C(=O)N([C@@H](C)CO)C[C@@H](C)[C@H](CN(C)Cc2ccc(Cl)c(Cl)c2)O3)cc1	/	1.0
COc1ccc(C#Cc2ccc3c(c2)O[C@@H](CN(C)C(C)=O)[C@H](C)CN([C@@H](C)CO)S3(=O)=O)cc1	-12.9	-3.8
COC(=O)c1ccc(NC(=O)CN(c2ccc(C)cc2C)S(C)(=O)=O)cc1	-0.3	1.6
COc1cc(C2NC(=O)NC(c3ccccc3)=C2C(C)=O)ccc1OCC(=O)O (stereo unspecified)	/	1.2
COc1cc2c(cc1OC)CN(S(=O)(=O)c1ccc3c(c1)CCC(C)(C)O3)CC2	8.8	1.1
C[C@H](O)C#Cc1cnc2c(c1)C(=O)N([C@H](C)CO)C[C@@H](C)[C@@H](CN(C)C(=O)Cc1ccncc1)O2	-0.7	/
C[C@@H]1CN([C@@H](C)CO)S(=O)(=O)c2ccc(C#Cc3ccccc3)cc2O[C@H]1CN(C)C(=O)C1CC1	-12.5	2.1
COc1ccc(S(=O)(=O)N(C)C[C@@H]2Oc3ccc(NC(=O)Nc4ccc(F)cc4)cc3CC(=O)N([C@H](C)CO)C[C@H]2C)cc1	/	0.3
C[C@@H]1CN([C@@H](C)CO)C(=O)CCCn2nncc2CO[C@H]1CN(C)S(=O)(=O)c1cccs1	/	0.5
O=C(C[C@H]1C=C[C@@H](NC(=O)C2CCC2)[C@H](CO)O1)NCc1ccncc1	-10.5	0.7
CCn1c(SCC(=O)Nc2ccc([N+](=O)[O-])cc2C)nnc1-c1ccc(Br)cc1	-7.1	0.4
O=C(Nc1cc(F)ccc1F)N[C@@H]1CC[C@H](CC(=O)N2CCc3ccccc3C2)O[C@@H]1CO	1.5	-0.6
COc1ccccc1CNC(=O)C[C@H]1C[C@@H]2c3cc(NS(C)(=O)=O)ccc3O[C@@H]2[C@@H](CO)O1	-8.7	-0.1
CCCNC(=O)C[C@@H]1C[C@H]2c3cc(NS(=O)(=O)c4ccc(OC)cc4)ccc3O[C@H]2[C@@H](CO)O1	9.4	-0.6
C[C@H](CO)N1C[C@H](C)[C@H](CN(C)CC2CC2)Oc2ccc(NS(=O)(=O)c3ccc(F)cc3)cc2C1=O	/	2.4
COc1ccc(NC(=O)N(C)C[C@@H]2Oc3cc(-c4ccncc4)ccc3S(=O)(=O)N([C@H](C)CO)C[C@@H]2C)cc1	/	71.3*
O=C(C[C@H]1C[C@@H]2c3cc(NC(=O)Nc4ccccc4)ccc3O[C@@H]2[C@H](CO)O1)NC1CCCCC1	4.2	0.3
O=C(C[C@H]1C[C@@H]2c3cc(NS(=O)(=O)c4ccc(F)cc4)ccc3O[C@@H]2[C@@H](CO)O1)NCc1cccc(F)c1	-3.1	0.3
C/C=C/c1ccc2c(c1)O[C@H](CN(C)C(=O)NC1CCCC1)[C@@H](C)CN([C@H](C)CO)S2(=O)=O	/	1.0
O=C(N[C@H]1CC[C@@H](CCNS(=O)(=O)c2ccc(Cl)cc2)O[C@H]1CO)c1cccnc1	7.3	0.1
CN1CCN(C(=O)C[C@H]2C[C@H]3c4cc(NC(=O)C5CCOCC5)ccc4O[C@H]3[C@@H](CO)O2)CC1	0.7	-0.1
COc1ccccc1NC(=O)N[C@@H]1CC[C@@H](CC(=O)NCc2ccc(Cl)c(Cl)c2)O[C@H]1CO	-1.3	0.0
C[C@H]1CN([C@@H](C)CO)C(=O)Cc2cc(N(C)C)ccc2O[C@H]1CN(C)Cc1ccc(C(=O)Nc2ccccc2N)cc1	/	-0.3
CNC[C@@H]1Oc2ccc(NC(=O)Nc3cccc4ccccc34)cc2CC(=O)N([C@@H](C)CO)C[C@H]1C	4.7	-12.3

6 entries from above in another layout.
Every second line gives: EZH2 inh	IDH1 R132H inh
C/C=C/c1ccc2c(c1)O[C@H](CN(C)C(=O)NC1CCCC1)[C@@H](C)CN([C@H](C)CO)S2(=O)=O
→ /	1.0
O=C(N[C@H]1CC[C@@H](CCNS(=O)(=O)c2ccc(Cl)cc2)O[C@H]1CO)c1cccnc1
→ 7.3	0.1
CN1CCN(C(=O)C[C@H]2C[C@H]3c4cc(NC(=O)C5CCOCC5)ccc4O[C@H]3[C@@H](CO)O2)CC1
→ 0.7	-0.1
COc1ccccc1NC(=O)N[C@@H]1CC[C@@H](CC(=O)NCc2ccc(Cl)c(Cl)c2)O[C@H]1CO
→ -1.3	0.0
C[C@H]1CN([C@@H](C)CO)C(=O)Cc2cc(N(C)C)ccc2O[C@H]1CN(C)Cc1ccc(C(=O)Nc2ccccc2N)cc1
→ /	-0.3
CNC[C@@H]1Oc2ccc(NC(=O)Nc3cccc4ccccc34)cc2CC(=O)N([C@@H](C)CO)C[C@H]1C
→ 4.7	-12.3
